Screening results deposited in PubChem by The Scripps Research Institute Molecular Screening Center.
M5 PAM = human M5 muscarinic receptor positive allosteric modulators, primary screen, CHO-K1 cells, Fluo-8 calcium fluorescence; CHO-K1 hM5, ACh EC20 PAM; 0% = ACh EC20, 100% = ACh EC100; hit rate 0.3% among 360,000; AID 624038, 2012; activation, % at 3 µM;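 active means activation above the run cutoff, the mean activation of all test compounds plus 3 SD, cut at about 18% in these data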
Target sequence (P08912 whole entry, looked up): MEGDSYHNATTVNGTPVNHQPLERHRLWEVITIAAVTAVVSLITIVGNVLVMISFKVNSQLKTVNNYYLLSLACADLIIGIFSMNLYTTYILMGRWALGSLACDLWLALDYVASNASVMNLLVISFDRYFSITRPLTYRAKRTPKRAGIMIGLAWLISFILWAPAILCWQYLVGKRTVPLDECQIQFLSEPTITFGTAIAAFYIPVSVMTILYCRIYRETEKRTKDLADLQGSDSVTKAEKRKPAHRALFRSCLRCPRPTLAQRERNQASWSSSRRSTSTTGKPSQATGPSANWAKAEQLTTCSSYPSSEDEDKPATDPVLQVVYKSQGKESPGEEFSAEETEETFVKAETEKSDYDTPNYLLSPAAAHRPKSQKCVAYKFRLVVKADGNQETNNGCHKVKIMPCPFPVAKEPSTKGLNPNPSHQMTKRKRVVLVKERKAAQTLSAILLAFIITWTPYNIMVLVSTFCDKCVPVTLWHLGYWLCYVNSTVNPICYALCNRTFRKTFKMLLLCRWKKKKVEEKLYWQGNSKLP
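System: CHO-K1 cell line with stable human muscarinic M5 receptor expression | Also added: EC20 acetylcholine as agonist stimulus | Compound: One concentration, 3 µM final (nominal) | Timing: Fluo-8 loading 80 min at 37 °C plus 30 min room temperature | Measured by: Fluo-8 calcium dye fluorescence, kinetic read | Read-out basis: % activation, ACh-normalized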
CHO-K1 Ca ag = counter-screen for M1 agonists: effect in parental CHO-K1 cells | Fluo-8 calcium fluorescence; scaled to maximal ATP response, vehicle zero | AID 602248, 2012 | activation, % at 3 µM | hit rate 0.48% among 360,000; in the data active means activation above about 15%;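 further: untransfected CHO-K1 host cells lacking M1 receptor as counterscreen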
M5 antag = human M5 muscarinic receptor antagonists, primary screen, CHO cells, Fluo-8 calcium fluorescence | AID 624040, 2012 | Muscarinic acetylcholine receptor M5 (Homo sapiens), P08912 | CHO-hM5 cells, ACh EC80 | inhibition, % at 3 µM | hit rate 0.59% among 360,000;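 active means inhibition above a per-plate cutoff, the mean of that plate's test compounds plus 3 SD, cut at about 27% in these data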;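 further: 0% = acetylcholine EC80 with DMSO and 100% = DMSO without agonist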
CHO-K1 Ca PAM = nonselective calcium activators in parental CHO-K1 cells, primary screen, counter-screen for M1 PAM project, cell-based, Fluo-8 calcium fluorescence, full deck, 1536-well | hit rate 0.02% among 360,000 | AID 602247, 2012 | activation, % at 3 µM | ATP EC20; 0% at ATP EC20, 100% at ATP max;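 active means activation above the run cutoff, the mean activation of all test compounds plus 3 SD, cut at about 40% in these data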;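 further: peak over basal fluorescence ratio in a 140 s read after ATP addition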
M5 ag = human M5 muscarinic receptor agonists, primary screen, CHO-K1 cells, Fluo-8 calcium fluorescence | Muscarinic acetylcholine receptor M5 (Homo sapiens), P08912 | activation, % at 3 µM | CHO-K1 hM5 cells; 0% DMSO wells, 100% maximal acetylcholine response | hit rate 0.19% among 360,000;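 active means activation above the run's mean over test compounds plus 3 SD, cut at about 23% in these data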;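 further: signal is peak over basal fluorescence ratio across the kinetic read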
M4 antag = human M4 muscarinic receptor antagonists, primary screen, CHO cells, Fluo-8 calcium fluorescence. Muscarinic acetylcholine receptor M4 (Homo sapiens), P08173. CHO-hM4 cells, ACh EC80. inhibition, % at 3 µM. hit rate 0.73% among 360,000. AID 624125, 2012;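 active means inhibition above its plate's cutoff, the mean inhibition of sample wells plus 3 SD, cut at about 27% in these data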;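 further: 0% = acetylcholine EC80 with DMSO and 100% = DMSO without agonist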
Target sequence (P08173 whole entry, looked up): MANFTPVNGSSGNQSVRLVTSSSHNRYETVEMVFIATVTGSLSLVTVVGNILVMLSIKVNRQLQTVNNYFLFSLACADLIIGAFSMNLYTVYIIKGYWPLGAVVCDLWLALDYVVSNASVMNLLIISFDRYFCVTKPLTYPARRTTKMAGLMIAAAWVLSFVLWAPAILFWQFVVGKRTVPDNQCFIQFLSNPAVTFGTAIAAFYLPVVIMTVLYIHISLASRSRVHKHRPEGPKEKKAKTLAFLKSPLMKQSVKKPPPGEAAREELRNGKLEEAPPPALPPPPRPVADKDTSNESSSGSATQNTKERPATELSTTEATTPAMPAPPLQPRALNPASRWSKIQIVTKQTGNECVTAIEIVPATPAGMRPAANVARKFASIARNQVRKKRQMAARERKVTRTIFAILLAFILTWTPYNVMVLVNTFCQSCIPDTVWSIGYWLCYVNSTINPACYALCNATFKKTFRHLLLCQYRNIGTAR
CHRM4 agonist = human M4 muscarinic receptor agonists, primary screen, CHO-K1 cells, Fluo-8 calcium fluorescence; Muscarinic acetylcholine receptor M4 (Homo sapiens), P08173; CHO-K1 hM4/Gqi5; vehicle 0%, full acetylcholine response 100%; activation, % at 3 µM; hit rate 0.14% among 360,000;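 active means activation above the run mean over all test wells plus 3 SD, cut at about 32% in these data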;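 further: peak over basal fluorescence ratio per well then scaled between controls; 0% = DMSO wells and 100% = acetylcholine at EC100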
CHO-K1 Ca antag = nonselective inhibitor or artifact in parental CHO-K1 cells; hit rate 0.6% among 360,000; ATP-induced calcium, Fluo-8 fluorescence; inhibition, % at 3 µM; AID 602250;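 active means inhibition above a per-plate cutoff, the plate's mean sample inhibition plus 3 SD, cut at about 24% in these data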;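 further: 0% = DMSO plus EC80 ATP and 100% = DMSO alone without ATP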
M4 PAM = human M4 muscarinic receptor positive allosteric modulators, primary screen, CHO-K1 cells, Fluo-8 calcium fluorescence; AID 624126, 2012; activation, % at 3 µM; hit rate 0.4% among 360,000; CHO-K1 hM4/Gqi5, ACh EC20; 0% = ACh EC20, 100% = maximal ACh; Muscarinic acetylcholine receptor M4 (Homo sapiens), P08173;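 active means activation above its plate's cutoff, the mean activation of sample wells plus 3 SD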; further: some results filed as inactive read as strong as hits
Numbers without * were called inactive. Outcome played no part in choosing rows. Share with any hit: about 2.7%.

How did COCC(=O)N(C)C[C@@H]1Oc2cc(Br)ccc2S(=O)(=O)N([C@H](C)CO)C[C@H]1C do in these assays?
M5 PAM: 1; CHO-K1 Ca ag: 2.6; M5 antag: 0; CHO-K1 Ca PAM: 14; M5 ag: 4; M4 antag: -23; CHRM4 agonist: 13; CHO-K1 Ca antag: -9; M4 PAM: 2

What do the screens show for `CCN(CC)c1c(C)nc2ccc(C(=O)Nc3cc(-c4ccccc4)ccc3OC)cn12`?
M5 PAM: -1; CHO-K1 Ca ag: -0.3; M5 antag: -4; CHO-K1 Ca PAM: -9; M5 ag: -1; M4 antag: 5; CHRM4 agonist: 0; CHO-K1 Ca antag: 14; M4 PAM: -6

How did CCOc1ccc(NC(=O)Nc2ccc3c(c2)nnn3C)cc1 do in these assays?
M5 PAM: 13; CHO-K1 Ca ag: 0.0; M5 antag: -15; CHO-K1 Ca PAM: -7; M5 ag: 1; M4 antag: 1; CHRM4 agonist: 0; CHO-K1 Ca antag: 15; M4 PAM: 6

How did O=C(NC1CCN(Cc2ccccc2)CC1)C1CCCN(S(=O)(=O)c2cccc3nonc23)C1 (stereo unspecified) do in these assays?
M5 PAM: 0; CHO-K1 Ca ag: 1.3; M5 antag: -1; CHO-K1 Ca PAM: 21; M5 ag: -9; M4 antag: -1; CHRM4 agonist: 3; CHO-K1 Ca antag: -8; M4 PAM: -9

What do the screens show for `COc1ccccc1OCC(=O)N/N=C1\CCc2ccccc21`?
M5 PAM: 2; CHO-K1 Ca ag: 0.2; M5 antag: 1; CHO-K1 Ca PAM: 7; M5 ag: -8; M4 antag: 3; CHRM4 agonist: 1; CHO-K1 Ca antag: 6; M4 PAM: -1

What do the screens show for `CCc1ccc(NC(=O)CN(CC(=O)Nc2ccc(CC)cc2)CC(C)O)cc1` (stereo unspecified)?
M5 PAM: -4; CHO-K1 Ca ag: 5.7; M5 antag: 7; CHO-K1 Ca PAM: 18; M5 ag: 1; M4 antag: 9; CHRM4 agonist: 13; CHO-K1 Ca antag: -12; M4 PAM: -3

What do the screens show for `COC(=O)c1cc(OC)c(OC)cc1NC(=O)CCCCCN1C(=O)CCC1=O`?
M5 PAM: 9; CHO-K1 Ca ag: 0.1; M5 antag: -2; CHO-K1 Ca PAM: 9; M5 ag: -5; M4 antag: -14; CHRM4 agonist: 2; CHO-K1 Ca antag: -8; M4 PAM: 14

What do the screens show for `O=C(COC(=O)Cc1ccc(Cl)cc1)NC1CCCC1`?
M5 PAM: 3; CHO-K1 Ca ag: -0.1; M5 antag: 4; CHO-K1 Ca PAM: -11; M5 ag: -1; M4 antag: -2; CHRM4 agonist: 1; CHO-K1 Ca antag: -3; M4 PAM: 12

How did O=C(C(c1ccccc1)c1ccccc1)N(Cc1ccco1)C1CCS(=O)(=O)C1 (stereo unspecified) do in these assays?
M5 PAM: 0; CHO-K1 Ca ag: 0.8; M5 antag: -1; CHO-K1 Ca PAM: 11; M5 ag: -6; M4 antag: -6; CHRM4 agonist: 0; CHO-K1 Ca antag: 0; M4 PAM: -4

Results for C/C(=N\NC(=O)C1CC1)c1ccc(C)c(C)c1 ?
M5 PAM: 4; CHO-K1 Ca ag: 0.2; M5 antag: 1; CHO-K1 Ca PAM: 21; M5 ag: 1; M4 antag: -4; CHRM4 agonist: 0; CHO-K1 Ca antag: -10; M4 PAM: 4

Results for O=C(COC(=O)C1CCCCC1)Nc1ccccc1OC(F)F ?
M5 PAM: 4; CHO-K1 Ca ag: 0.1; M5 antag: 7; CHO-K1 Ca PAM: -12; M5 ag: -1; M4 antag: -1; CHRM4 agonist: 2; CHO-K1 Ca antag: 10; M4 PAM: 2

How did Cc1ccccc1OCC(=O)NCC(=O)N/N=C/c1ccc(Br)o1 do in these assays?
M5 PAM: 20*; CHO-K1 Ca ag: 2.4; M5 antag: -15; CHO-K1 Ca PAM: 19; M5 ag: -1; M4 antag: -24; CHRM4 agonist: 9; CHO-K1 Ca antag: -6; M4 PAM: 19

Results for CN(C)CCOC(=O)c1cccc(Br)c1 ?
M5 PAM: 0; CHO-K1 Ca ag: 0.6; M5 antag: 2; CHO-K1 Ca PAM: 16; M5 ag: -7; M4 antag: -4; CHRM4 agonist: 1; CHO-K1 Ca antag: -7; M4 PAM: -2

How did C=CCNC(=S)/N=c1\sccn1C do in these assays?
M5 PAM: 5; CHO-K1 Ca ag: 0.4; M5 antag: -1; CHO-K1 Ca PAM: 9; M5 ag: -7; M4 antag: 1; CHRM4 agonist: 1; CHO-K1 Ca antag: -12; M4 PAM: 6

What do the screens show for `Cc1ccc(NC(=O)CN(c2ccccc2)S(=O)(=O)N(C)C)cc1C`?
M5 PAM: -1; CHO-K1 Ca ag: 0.6; M5 antag: -6; CHO-K1 Ca PAM: 11; M5 ag: -4; M4 antag: 2; CHRM4 agonist: 3; CHO-K1 Ca antag: -9; M4 PAM: 25

Results for Cc1ccc(CNC(=O)C2CCCN(S(=O)(=O)N3CCC(C)CC3)C2)cc1 (stereo unspecified) ?
M5 PAM: -7; CHO-K1 Ca ag: 0.0; M5 antag: 10; CHO-K1 Ca PAM: 9; M5 ag: -2; M4 antag: -10; CHRM4 agonist: 1; CHO-K1 Ca antag: 2; M4 PAM: 0

How did O=C(c1cc(-c2cccnc2)nc2ccccc12)N1CCCc2ccccc21 do in these assays?
M5 PAM: -5; CHO-K1 Ca ag: 1.5; M5 antag: 9; CHO-K1 Ca PAM: 24; M5 ag: -4; M4 antag: 3; CHRM4 agonist: 4; CHO-K1 Ca antag: -4; M4 PAM: -3

How did COc1ccc(Cl)cc1NC(=O)COC(=O)c1ccc(Br)o1 do in these assays?
M5 PAM: 4; CHO-K1 Ca ag: -0.2; M5 antag: 9; CHO-K1 Ca PAM: 9; M5 ag: 0; M4 antag: 11; CHRM4 agonist: 1; CHO-K1 Ca antag: -10; M4 PAM: -1

How did COc1cccc(CNC(=O)c2cc(C3CC3)nc3c2cnn3C(C)C)c1 do in these assays?
M5 PAM: -22; CHO-K1 Ca ag: 2.3; M5 antag: 2; CHO-K1 Ca PAM: 9; M5 ag: -7; M4 antag: 6; CHRM4 agonist: 11; CHO-K1 Ca antag: -10; M4 PAM: -12

How did O=C(O)Cc1ccc(NC(=O)Nc2ccc(Br)cc2)cc1 do in these assays?
M5 PAM: -2; CHO-K1 Ca ag: 1.7; M5 antag: -5; CHO-K1 Ca PAM: 14; M5 ag: 4; M4 antag: 3; CHRM4 agonist: 3; CHO-K1 Ca antag: -5; M4 PAM: -3

What do the screens show for `COC(=O)CCCC1=CC2=C(c3ccccc3)C(=O)C(C)(OC(=O)C3CCCC3)C(=O)C2=CN1C1CC1` (stereo unspecified)?
M5 PAM: 4; CHO-K1 Ca ag: 0.5; M5 antag: 12; CHO-K1 Ca PAM: 9; M5 ag: -3; M4 antag: 4; CHRM4 agonist: 1; CHO-K1 Ca antag: -8; M4 PAM: -4

Results for O=C1NCCn2ccc(=O)cc21 ?
M5 PAM: -2; CHO-K1 Ca ag: 0.3; M5 antag: 8; CHO-K1 Ca PAM: 2; M5 ag: -1; M4 antag: -2; CHRM4 agonist: 1; CHO-K1 Ca antag: -8; M4 PAM: 7

What do the screens show for `COc1ccccc1-c1c(C)nn2c(N)c(-c3ccccc3)cnc12`?
M5 PAM: -3; CHO-K1 Ca ag: 0.9; M5 antag: 6; CHO-K1 Ca PAM: 5; M5 ag: -6; M4 antag: -3; CHRM4 agonist: 2; CHO-K1 Ca antag: 0; M4 PAM: -4

Results for COc1ccc(-n2nnnc2SCC(=O)Nc2ccccc2F)cc1 ?
M5 PAM: -6; CHO-K1 Ca ag: 1.5; M5 antag: 9; CHO-K1 Ca PAM: 19; M5 ag: 0; M4 antag: 5; CHRM4 agonist: 3; CHO-K1 Ca antag: -15; M4 PAM: -3

How did CC(=O)N1CCc2cc3nc(C)cc(C)c3cc21 do in these assays?
M5 PAM: 3; CHO-K1 Ca ag: -0.2; M5 antag: -11; CHO-K1 Ca PAM: 9; M5 ag: -1; M4 antag: 2; CHRM4 agonist: 3; CHO-K1 Ca antag: -8; M4 PAM: 21

Results for COc1ccc2nc(SC(C)C(=O)NC3CCCC3)[nH]c2c1 (stereo unspecified) ?
M5 PAM: 2; CHO-K1 Ca ag: 1.5; M5 antag: -2; CHO-K1 Ca PAM: 18; M5 ag: -2; M4 antag: -4; CHRM4 agonist: 0; CHO-K1 Ca antag: -8; M4 PAM: 1

How did O=C(O)CCC1(C(=O)O)CCC(=O)c2ccccc21 (stereo unspecified) do in these assays?
M5 PAM: 7; CHO-K1 Ca ag: 0.7; M5 antag: 14; CHO-K1 Ca PAM: 14; M5 ag: 2; M4 antag: 8; CHRM4 agonist: 0; CHO-K1 Ca antag: -10; M4 PAM: -1

How did Nc1ncnc2nc(SCc3ccccc3)[nH]c12 do in these assays?
M5 PAM: -9; CHO-K1 Ca ag: 0.6; M5 antag: 3; CHO-K1 Ca PAM: 18; M5 ag: -8; M4 antag: 4; CHRM4 agonist: 2; CHO-K1 Ca antag: -14; M4 PAM: 8

Results for CCC1CCCCN1CCCNC(=O)c1ccc2c(c1)N(Cc1ccc(F)cc1)C(=O)c1ccccc1S2=O (stereo unspecified) ?
M5 PAM: -9; CHO-K1 Ca ag: -0.5; M5 antag: 6; CHO-K1 Ca PAM: 0; M5 ag: -11; M4 antag: 29*; CHRM4 agonist: 2; CHO-K1 Ca antag: -6; M4 PAM: -14

Four compounds picked at random from the list so far:
What do the screens show for `COC(=O)CCCC1=CC2=C(c3ccccc3)C(=O)C(C)(OC(=O)C3CCCC3)C(=O)C2=CN1C1CC1` (stereo unspecified)?
M5 PAM: 4; CHO-K1 Ca ag: 0.5; M5 antag: 12; CHO-K1 Ca PAM: 9; M5 ag: -3; M4 antag: 4; CHRM4 agonist: 1; CHO-K1 Ca antag: -8; M4 PAM: -4

What do the screens show for `COc1ccccc1-c1c(C)nn2c(N)c(-c3ccccc3)cnc12`?
M5 PAM: -3; CHO-K1 Ca ag: 0.9; M5 antag: 6; CHO-K1 Ca PAM: 5; M5 ag: -6; M4 antag: -3; CHRM4 agonist: 2; CHO-K1 Ca antag: 0; M4 PAM: -4

How did Nc1ncnc2nc(SCc3ccccc3)[nH]c12 do in these assays?
M5 PAM: -9; CHO-K1 Ca ag: 0.6; M5 antag: 3; CHO-K1 Ca PAM: 18; M5 ag: -8; M4 antag: 4; CHRM4 agonist: 2; CHO-K1 Ca antag: -14; M4 PAM: 8

Results for COc1ccc2nc(SC(C)C(=O)NC3CCCC3)[nH]c2c1 (stereo unspecified) ?
M5 PAM: 2; CHO-K1 Ca ag: 1.5; M5 antag: -2; CHO-K1 Ca PAM: 18; M5 ag: -2; M4 antag: -4; CHRM4 agonist: 0; CHO-K1 Ca antag: -8; M4 PAM: 1
